L929 necroptosis – inhibitors of zVAD-triggered necroptosis, primary screen, L929 cells. L929 zVAD necroptosis rescue, ATP luminescence, 24 h; with zVAD 60 µM. viability rescue, % at 10 µM. hit rate 0.38% among 220,000. AID 1377, 2008;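 active = activation, scaled between plate controls, above about 75%, limit read from the data; inactive = activation under that limit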;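 also: 0% = zVAD with DMSO and 100% = DMSO alone without zVAD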
Rad51 HR inh – human RAD51 strand exchange inhibitors, primary screen, biochemical, fluorescence | hit rate 0.085% among 200,000 | hRad51 DNA strand exchange, fluorescence dequenching | DNA repair protein RAD51 homolog 1 (Homo sapiens), Q06609 | inhibition, % at 10 µM | AID 1385, 2008;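 active = inhibition above 40% at the single screening dose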;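 also: 0% = DMSO control wells and 100% = blanks with heterologous ssDNA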
Target sequence (Q06609 whole entry, looked up): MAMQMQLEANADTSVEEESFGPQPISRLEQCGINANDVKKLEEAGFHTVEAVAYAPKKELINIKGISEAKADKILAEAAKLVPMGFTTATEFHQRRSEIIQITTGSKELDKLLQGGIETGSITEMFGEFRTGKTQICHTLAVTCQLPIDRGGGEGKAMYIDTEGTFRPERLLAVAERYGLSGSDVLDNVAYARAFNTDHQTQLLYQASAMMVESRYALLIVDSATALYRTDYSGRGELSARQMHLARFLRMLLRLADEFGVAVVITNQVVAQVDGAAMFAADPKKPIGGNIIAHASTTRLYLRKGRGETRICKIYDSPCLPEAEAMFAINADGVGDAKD
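Test system: preformed human Rad51 ssDNA filaments. Compound dosing: single dose, 10 µM final compound. Incubation: filaments 15 min 37 °C, then compound 30 min. Technique: FRET fluorescence dequenching, excitation 485 nm, emission 520 nm. Read-out basis: percent inhibition from fluorescence, normalised to plate control and blank means. Benchmarks: plate controls and plate blanks.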
KCC2 mod – KCC2 cotransporter modulators, thallium flux, primary screen, cell-based, HEK293 KCC2, FluoZin-2 fluorescence, MLSMR; AID 1456, 2008; B-score of Tl+ flux slope (higher = more flux/activation; lower = inhibition) at 10 µM; hit rate 2.2% among 190,000; KCC2 cells, thallium flux FluoZin-2 fluorescence; Solute carrier family 12 member 5 (Homo sapiens), Q9H2X9;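 active = thallium flux slope and its plate-corrected score both differing from the plate sample mean at a set confidence after two filtering rounds, in either direction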;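 also: slope of fluorescence scaled to starting intensity during 10 to 20 s after thallium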
FXIIa inh 1536 – human FXIIa protease inhibitors, primary screen, biochemical, 1536-well; Coagulation factor XII (Homo sapiens), P00748; purified FXIIa, Boc-QGR-AMC fluorogenic substrate, 2 h; inhibition, % at 5 µM; hit rate 0.3% among 220,000; in the data active = inhibition above about 40%;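 also: 0% = enzyme with no compound and 100% = blank without enzyme; many of its hits are not listed in these tables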
thrombin 1536 – human alpha-thrombin inhibitors, primary screen, counter-screen for coagulation protease inhibitor project, biochemical, 1536-well, fluorogenic AMC substrate; Prothrombin (Homo sapiens), P00734; Boc-VPR-AMC fluorogenic substrate cleavage; inhibition, % at 5 µM; hit rate 0.26% among 220,000;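 active = inhibition at or above 40%; inactive = inhibition below 40%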;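 also: 0% = enzyme with no compound and 100% = wells without enzyme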
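signal = AMC fluorescence, 355/460 nm | material = human alpha-thrombin enzyme | control set = enzyme without compound as high, wells lacking enzyme as low | times = reaction at room temperature | read-out basis = percent inhibition scaled between no-compound controls and no-enzyme blanks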
FXIa inh 1536 – human FXIa protease inhibitors, primary screen, biochemical, 1536-well; Coagulation factor XI (Homo sapiens), P03951; hit rate 0.14% among 220,000; inhibition, % at 5 µM; purified FXIa, Boc-Glu-Ala-Arg-AMC fluorogenic substrate;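 active = inhibition of at least 40%; inactive = inhibition below 40%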;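 also: fluorescence of freed AMC excited at 355 nm; 0% = enzyme without compound and 100% = no enzyme blank; many of its hits are not listed in these tables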
TNF death inh – inhibitors of TNF-alpha triggered necroptosis, primary screen, cell-based, Jurkat FADD-/-, single concentration; Jurkat FADD-/- TNF necroptosis rescue, ATP luminescence, 24 h; 0 = TNF only, 100 = no-TNF cells; activation (protection from cell death), % at 10 µM; hit rate 0.068% among 220,000; AID 463075, 2010;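 active = activation, meaning protection from cell death, of at least 50% relative to plate controls; inactive = activation below 50%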;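 also: necroptosis triggered by 40 ng/mL TNF-alpha added together with compound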
KLK5 inh – human KLK5 protease inhibitors, primary screen, biochemical, 1536-well; AID 873, 2007; hit rate 0.59% among 210,000; recombinant hK5, fluorogenic AMC substrate cleavage; inhibition, % at 5 µM;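 active = inhibition of 40% or more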;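 also: 0% = enzyme controls without compound and 100% = no-enzyme blanks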
Target sequence (Q9Y337 67-293 limits assumed): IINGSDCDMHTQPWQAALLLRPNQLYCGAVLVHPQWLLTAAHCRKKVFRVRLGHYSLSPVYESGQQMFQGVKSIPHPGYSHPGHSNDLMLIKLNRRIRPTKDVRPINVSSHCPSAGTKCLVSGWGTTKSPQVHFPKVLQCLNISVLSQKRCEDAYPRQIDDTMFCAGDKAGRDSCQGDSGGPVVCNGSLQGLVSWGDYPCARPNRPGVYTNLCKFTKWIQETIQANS
Hck-Nef inh – inhibitors of Nef-activated human Hck kinase, primary screen, biochemical, Z-Lyte FRET, 384-well, Hck-YEEI | inhibition, % at 20 µM | Recombinant Hck-YEEI plus Nef, Z-Lyte FRET kinase assay | hit rate 0.68% among 220,000 | Tyrosine-protein kinase HCK (Homo sapiens), P08631;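 active = Hck-Nef kinase inhibition above about 50%, limit read from the data; inactive = inhibition below that limit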;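 also: 0% = DMSO with Hck plus Nef and 100% = Hck alone without Nef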
Target sequence (P08631 whole entry, looked up): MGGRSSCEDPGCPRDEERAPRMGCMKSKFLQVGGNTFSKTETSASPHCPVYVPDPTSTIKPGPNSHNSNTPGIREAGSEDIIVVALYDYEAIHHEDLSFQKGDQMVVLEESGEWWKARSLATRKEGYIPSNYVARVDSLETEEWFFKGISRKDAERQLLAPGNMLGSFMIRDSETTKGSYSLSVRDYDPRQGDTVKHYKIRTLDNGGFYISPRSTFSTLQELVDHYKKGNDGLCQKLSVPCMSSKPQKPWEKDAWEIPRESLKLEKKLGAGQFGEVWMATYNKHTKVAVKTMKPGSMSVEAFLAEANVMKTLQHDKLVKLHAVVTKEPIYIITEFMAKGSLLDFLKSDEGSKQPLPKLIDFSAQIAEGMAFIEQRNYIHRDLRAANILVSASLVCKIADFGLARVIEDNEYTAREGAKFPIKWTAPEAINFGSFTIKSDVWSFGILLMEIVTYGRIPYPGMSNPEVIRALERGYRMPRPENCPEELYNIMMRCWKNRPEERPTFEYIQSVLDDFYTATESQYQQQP
Starred values were filed as active, the others as inactive; nt = no result given. Only part of the results is shown, so the mix of outcomes need not match the whole.

#	structure	L929 necroptosis	thrombin 1536	Hck-Nef inh	TNF death inh	FXIa inh 1536
1	CN(C)CC(C)(C)CNC(=O)c1cc(Br)cc(Br)c1O	0.8	-15	22	0.8	-3
2	CC(C)(C)C(=O)Nc1ccc(N2CCCC2)cc1	-0.2	0	-3	0.2	2
3	CCc1nc2ccccc2c(C(=O)NCc2ccc(OC)cc2)c1C	-0.6	nt	24	1.7	1
4	Cc1nnc(NC(=O)CCC(=O)NCc2cccs2)s1	0.0	-8	0	-0.2	-2
5	Nc1cc(S(=O)(=O)N2CCOCC2)ccc1Oc1ccc(F)cc1	-0.2	0	-13	-1.5	2
6	COc1cccc(C(=O)NC(=S)Nc2ccc3c4c(cccc24)CC3)c1	0.1	13	-2	-3.7	1
7	CN1CCN(C(=O)/C(=C\c2cccs2)NC(=O)c2cccs2)CC1	-0.4	0	1	1.5	9
8	O=C(c1ccc(Cl)cc1)N1CCC(O)(CSc2ccc(Cl)cc2)CC1	0.2	6	1	-5.6	8
9	CCOC(=O)CNc1c(-c2ccc(F)cc2)nc2cnccn12	0.6	-2	-14	1.2	-11
10	Cc1cc(C)n2nc(-c3cccnc3)nc2n1	0.1	2	-12	-1.0	4

#	KCC2 mod	FXIIa inh 1536	Rad51 HR inh	KLK5 inh
1	0.3	2	-55	2
2	0.11	10	-6	-14
3	-0.32	7	-1	1
4	0.43	1	4	-6
5	-0.07	9	7	5
6	5*	16	-9	23
7	0.23	15	2	-16
8	-0.49	22	5	-18
9	1.1	-35	2	-148
10	-0.87	2	3	-12

Another view of some results above.
[3] CCc1nc2ccccc2c(C(=O)NCc2ccc(OC)cc2)c1C
[4] Cc1nnc(NC(=O)CCC(=O)NCc2cccs2)s1
[5] Nc1cc(S(=O)(=O)N2CCOCC2)ccc1Oc1ccc(F)cc1
[6] COc1cccc(C(=O)NC(=S)Nc2ccc3c4c(cccc24)CC3)c1

assay / compound	3	4	5	6
L929 necroptosis	-0.6	0.0	-0.2	0.1
thrombin 1536	nt	-8	0	13
Hck-Nef inh	24	0	-13	-2
TNF death inh	1.7	-0.2	-1.5	-3.7
FXIa inh 1536	1	-2	2	1
KCC2 mod	-0.32	0.43	-0.07	5*
FXIIa inh 1536	7	1	9	16
Rad51 HR inh	-1	4	7	-9
KLK5 inh	1	-6	5	23

(cont.)
#	structure	L929 necroptosis	thrombin 1536	Hck-Nef inh	TNF death inh	FXIa inh 1536
11	Cc1ccccc1NC(=O)CSc1nc2c(c(-c3ccco3)c1C#N)CCCC2	-0.1	-5	8	-2.6	1
12	Cc1cc(C)cc(NC(N)=S)c1	0.8	-11	2	0.7	-5
13	CCOC(=O)C1(C(F)(F)F)N=C(c2ccccc2F)OC(N(C)C)=N1 (stereo not drawn)	0.3	0	15	0.9	-4
14	Cc1ccc(NC(=O)C(NS(=O)(=O)c2cccc3nsnc23)C(C)C)nc1 (stereo not drawn)	-0.8	-3	0	0.7	2
15	COc1ccc(/C=N/n2c(SC)nnc2-c2ccccc2)cc1C	-0.3	-3	0	-0.9	-2
16	CCOc1cc(C)c(S(=O)(=O)Nc2ccc(Cl)cn2)cc1C	0.3	-5	1	0.1	-5
17	O=C(COC(=O)c1c2c(nc3ccccc13)CCCC2)c1cccs1	0.4	0	1	-8.2	2
18	Cc1ccc(SCC(=O)NCc2ccncc2)cc1	1.1	-5	-1	1.8	5
19	CCn1nc(C)cc1-c1n[nH]c(=S)n1N	-0.6	1	0	-0.3	7
20	COCCNC(=O)c1ccc(-c2csc(C)n2)cc1	3.0	-9	20	0.0	1

#	KCC2 mod	FXIIa inh 1536	Rad51 HR inh	KLK5 inh
11	0.067	21	-12	-9
12	1.6	3	0	-9
13	0.44	5	7	-1
14	0.066	12	3	-14
15	-0.013	12	0	-10
16	nt	0	-4	-7
17	0.35	15	-2	1
18	0.03	6	3	-4
19	-0.53	16	2	1
20	0.03	10	8	7

The results go on.
#	structure	L929 necroptosis	thrombin 1536	Hck-Nef inh	TNF death inh	FXIa inh 1536
21	CCOC(=O)N1CCC(NC(=O)c2ccc3c(c2)ncn3C2CCCC2)CC1	9.5	-12	2	1.6	0
22	COc1ccc([C@H]2[C@H](C(=O)C(C)(C)C)N3N=Cc4ccccc4C3[C@]23N=C(c2ccccc2)OC3=O)cc1OC (stereo partly drawn)	0.0	2	1	-0.4	4
23	O=C(O)CCCCCN1C(=O)C(=O)/C(=C(/O)c2ccccc2)C1c1ccccc1 (stereo not drawn)	0.2	-2	1	-3.2	2
24	O=C(Nc1ccccc1C(=O)Nc1cccnc1)c1ccccc1	1.4	-5	16	-1.9	-1
25	Cc1ccc(C)c(N2CCN(c3ccc(N4C(=O)COCC4=O)cc3[N+](=O)[O-])CC2)c1	0.5	-7	2	1.7	5
26	O=c1cc(N2CCCCCC2)[nH]c(=O)n1-c1ccccc1Cl	1.6	-9	16	0.1	0
27	CC1CCN(C(=O)C2CCN(C(=O)c3cc4sccc4n3Cc3ccc(F)cc3)CC2)CC1	0.5	4	4	-5.9	-2
28	OC(COC1CCCCC1)CN1CCN(c2ccccc2)CC1 (stereo not drawn)	0.1	-7	2	-0.5	-10
29	O=C(NCCN1CCOCC1)c1cc(-c2ccc(F)cc2)on1	2.6	2	1	-4.6	4
30	Cc1c(C(=O)NCCC2=CCCCC2)cccc1[N+](=O)[O-]	-0.1	-2	1	0.2	-2

#	KCC2 mod	FXIIa inh 1536	Rad51 HR inh	KLK5 inh
21	nt	7	nt	-17
22	0.044	12	nt	-3
23	-0.28	16	8	-20
24	nt	6	-7	19
25	-0.44	5	-1	-12
26	0.8	8	-11	2
27	nt	3	-5	-17
28	-0.24	6	-6	3
29	-0.015	16	-1	-4
30	nt	10	-2	-1

Next records follow:
#	structure	L929 necroptosis	thrombin 1536	Hck-Nef inh	TNF death inh	FXIa inh 1536
31	Cc1c(CN(C)C(=O)c2nn(C)cc2[N+](=O)[O-])cnn1C	0.4	-7	0	2.4	-7
32	O=C(O)/C=C/c1ccc(S(=O)(=O)N2CCN(CCN3C(=O)C4C5C=CC(C5)C4C3=O)CC2)cc1 (stereo not drawn)	-0.4	-2	29	1.1	1
33	CC(C)CN(C(=O)COC(=O)c1ccccc1SCC(=O)NC1CCCCCC1)C1CCS(=O)(=O)C1 (stereo not drawn)	0.1	-13	2	6.3	-9
34	O=C(Nc1nnc(-c2ccccn2)o1)c1cccc(Cl)c1	1.5	0	-8	0.8	-8
35	COc1ccc(C(=O)NNC2=CC(=O)CC(C)(C)C2)cc1OC	nt	2	7	1.4	5
36	C=C(C)C(=O)N1CC2(CC(c3cccc(NC(=O)CC)c3)=NO2)C[C@H]1C(N)=O (stereo partly drawn)	1.2	-5	20	0.6	-2
37	OCC1(Cc2ccccc2)CCN(Cc2ccccn2)CC1	0.7	3	27	0.8	0
38	Cc1ccc2oc(-c3ccc(NC(=O)CC(C)C)cc3)nc2c1	1.2	1	3	-0.1	4
39	CCOC(=O)c1[nH]c(=O)[nH]c1CN(Cc1ccco1)Cc1[nH]c(=O)[nH]c1C(=O)OCC	0.0	-1	12	1.5	-5
40	COC(=O)[C@@H]1C[C@@]2(O)[C@H](O)[C@H](O)[C@H](O)C[C@H]2N1Cc1cc(OC)cc(OC)c1	0.2	1	20	0.7	-3

#	KCC2 mod	FXIIa inh 1536	Rad51 HR inh	KLK5 inh
31	0.82	0	7	-10
32	0.16	4	nt	0
33	-0.98	-5	-4	-6
34	11*	-9	-6	-29
35	-0.51	11	21	-12
36	0.31	7	17	-2
37	0.64	14	2	3
38	-0.33	8	1	2
39	0.35	5	nt	nt
40	0.51	3	-2	-2

Next results
#	structure	L929 necroptosis	thrombin 1536	Hck-Nef inh	TNF death inh	FXIa inh 1536
41	CC(C(=O)NCc1ccco1)n1cc([N+](=O)[O-])cn1 (stereo not drawn)	2.6	5	24	3.9	-2
42	CCc1ccc(N(C(=O)c2ccoc2C)C(C(=O)NC2CCCC2)c2ccc(OC)cc2)cc1 (stereo not drawn)	-0.4	-2	0	-4.6	-5
43	CCN(C(=O)CSc1cc(C)c2ccccc2n1)C1CCS(=O)(=O)C1 (stereo not drawn)	0.5	2	32	1.3	-5
44	CCOC(=O)c1c(C)[nH]c(C)c1C(=O)CN1C(=O)NC2(CCC(C)CC2)C1=O (stereo not drawn)	0.3	-1	-2	-3.3	-2
45	CN(C)N1C(N)=C(C#N)C(c2cccnc2)C2=C1CC(C)(C)CC2=O (stereo not drawn)	0.0	1	1	-1.6	3
46	CCOc1ccc(C(Nc2ccc(C)cc2)P2(=O)OCCCO2)cc1 (stereo not drawn)	0.7	-22	-17	0.9	1
47	Cc1cc(C(=O)N/N=C/c2c(C)n(C)c3ccccc23)n[nH]1	1.5	-1	14	-0.3	6
48	O=C(OC(C(=O)Nc1ccc(Cl)cc1C(F)(F)F)c1ccccc1)c1c(Cl)cccc1Cl (stereo not drawn)	0.1	1	3	2.9	12
49	CCC(C)(C)NC(=O)CCn1c(-c2ccccc2)cc(C(C)=O)c1C	0.3	7	20	-0.5	0
50	CCOC(=O)c1c(-c2ccccc2)cn2ccccc12	0.2	-5	-1	-2.8	-8
51	COc1ccc(-n2cnnc2SC(C)c2nc3sc(C)c(C)c3c(=O)[nH]2)cc1 (stereo not drawn)	0.0	-6	-1	-3.4	-7
52	Cc1ccc(NC(=O)C(CC(C)C)NC(=O)C2CCC(C)CC2)nc1 (stereo not drawn)	-0.1	-5	1	-0.5	-7

#	KCC2 mod	FXIIa inh 1536	Rad51 HR inh	KLK5 inh
41	2.3	3	16	-10
42	nt	4	-2	21
43	-0.18	7	-27	-16
44	0.7	8	11	-8
45	-0.039	18	10	0
46	-0.15	-4	-3	1
47	0.14	16	-7	-12
48	0.18	16	nt	-15
49	1.4	7	2	-4
50	-0.38	-5	1	0
51	0.092	1	2	2
52	nt	3	-6	-10

Complete entries, quoted from the list:
`Cc1ccc(NC(=O)C(CC(C)C)NC(=O)C2CCC(C)CC2)nc1` (stereo not drawn) in the list: L929 necroptosis: -0.1; thrombin 1536: -5; Hck-Nef inh: 1; TNF death inh: -0.5; FXIa inh 1536: -7; KCC2 mod: nt; FXIIa inh 1536: 3; Rad51 HR inh: -6; KLK5 inh: -10
`CCc1nc2ccccc2c(C(=O)NCc2ccc(OC)cc2)c1C` in the list: L929 necroptosis: -0.6; thrombin 1536: nt; Hck-Nef inh: 24; TNF death inh: 1.7; FXIa inh 1536: 1; KCC2 mod: -0.32; FXIIa inh 1536: 7; Rad51 HR inh: -1; KLK5 inh: 1

Screens (PubChem)
